Screening results (PubChem)
All columns: NCI-60 one-dose screen, growth in % after 48 h at 10 µM unless noted; 100 = growth as untreated, 0 = no growth, -100 = all killed.
IGROV1 – IGROV1 ovarian cancer; 79,000 tested, 4.7% active; AID 1794786
KM12 – KM12 colon cancer cells. 82,000 tested, 5% active. AID 1794800
SK-OV-3 – SK-OV-3 ovarian cancer cells; 80,000 tested, 3.2% active; AID 1794785
SW-620 – SW-620 colon cancer; 82,000 tested, 5.2% active; AID 1794795
COLO 205 – COLO 205 colon cancer. AID 1794742. 79,000 tested, 7.3% active
HT29 – HT29 colon cancer. 81,000 tested, 7.4% active. AID 1794748
OVCAR-4 – OVCAR-4 ovarian cancer cells | 80,000 tested, 3.7% active | AID 1794784
HCT-116 – HCT-116 colon cancer; 82,000 tested, 7.3% active
HCT-15 – HCT-15 colon cancer. AID 1794746. 82,000 tested, 5.2% active
Starred values were filed as active, the others as inactive; · = no result given; & = joins results of further samples; [ ] = dose if it differs, or a comment. Rule for the calls: active = growth percent below 10; inactive = the rest.

SMILES	IGROV1	KM12	SK-OV-3	SW-620	COLO 205	HT29	OVCAR-4	HCT-116	HCT-15
O=C(O)c1ccc(/C=N\N2CCCCCC2)cc1	109	110	112	109	112	108	103	103	107
COc1ccc(C2CC(c3ccc(Cl)cc3)=NN2c2ccccc2)cc1OC (stereo not given)	99	103	95	98	98	69	104	78	88
COc1cc(C2c3cccn3-c3ccccc3N2C(C)N2CCCC2=O)cc(OC)c1OC (stereo not given)	104	100	112	94	114	121	103	101	107
COc1cc2c3c(n(CCCNCC4CC4)c(=O)c2cc1OC)-c1cc2c(cc1C3=O)OCO2	56	65	8.8*	-20*	38	-71*	1.3*	-85*	-72*
CCOC(=O)Cc1ccc(OC)c(OC)c1	104	101	110	105	110	108	117	97	110
C=CC(=O)Nc1cccc(Oc2nc(Nc3ccc(N4CCN(C)CC4)cc3)nc3ccsc23)c1	-70*	-79*	-2.6*	-62*	-83*	-60*	-64*	-89*	-22*
CC(CCNC(=O)c1ccccc1)(CCNC(=O)c1ccccc1)[N+](=O)[O-]	108	110	103	108	118	120	91	106	113
COC(=O)/C=C\C(=O)O	115&100	107&98	121&104	98&103	113&112	112&105	120&118	96&107	100&101
CC[C@@H](C(=O)[C@@H](C)[C@@H](O)[C@H](C)[C@@H]1O[C@@H]([C@@H](CC)C(=O)O)CC[C@@H]1C)[C@H]1OC2(C=C[C@@H](O)[C@]3(CC[C@@](C)([C@H]4CC[C@](O)(CC)[C@H](C)O4)O3)O2)[C@H](C)C[C@@H]1C (stereo not given in full)	40	12	30	16	17	13	36	12	20
NC(=O)NC(=O)c1ccc(Cl)cc1	93	110	103	102	105	94	·	88	105
C[n+]1cccc(NC(=O)c2ccc3ccc4ccc(C(=O)Nc5ccc[n+](C)c5)nc4c3n2)c1	32	42	8.3*	56	75	34	·	43	61
O=S(=O)(CCO)CCO	103	105&102	102&99	100&106	107&118	103&102	104&109	98&101	93&91
C=CCn1cccc1CNc1ccccc1OC	98	102	118	108	120	111	103	103	107
COc1nc2ccc(Br)cc2cc1/C=C/C(=O)c1cc2ccccc2oc1=O	107	102	93	102	108	111	99	92	101
O=C(NCCCCO)c1cncnc1Nc1ccc(OCc2cccc(F)c2)c(Cl)c1	89	90	88	96	94	104	82	89	84
CC(=O)n1ccc2nc(Cl)nc(Cl)c21	97	95	96	99	107	108	101	107	104
O=c1nc(Nc2ccccc2)sc2ccccc12	94	108	89	108	125	108	102	102	92
O=C(OC1C2COC(O2)C(OC(=O)c2ccccc2)C1OC(=O)c1ccccc1)c1ccccc1 (stereo not given)	105	102	98	91	111	98	95	86	96
CCCNC(=O)c1ccc(S(N)(=O)=O)cc1	135	106	105	95	132	93	84	96	110
COc1cc(OC)c(/C=C/c2cc[n+](C)c3ccccc23)c(OC)c1	6.8*	-20*	-11*	20	-84*	0.8*	14	11	91
COc1ccc(CCNC(=O)Cn2nc(N3CCCCC3)ccc2=O)cc1OC	104	100	105	108	114	106	99	99	106
Nc1nc(Nc2ccccn2)nn1Cc1cccc(Br)c1	91	100	109	113	127	94	84	87	86
O=S(=O)(Nc1ccccn1)c1ccc(Cl)cc1	105	102	101	105	113	100	104	101	101
COc1ccc(C2c3c(c4ccccc4n(C)c3=O)Oc3ncn4nc(-c5ccco5)nc4c32)cc1 (stereo not given)	104	105	103	103	·	108	112	100	102
CCOc1ccccc1/C=N\N=C(N/N=C/c1ccccc1OCC)N/N=C/c1ccccc1OCC	21	11	3.0*	12	-39*	-1.1*	7.8*	13	14

13 consecutive records out of the list so far, quoted:
SMILES	IGROV1	KM12	SK-OV-3	SW-620	COLO 205	HT29	OVCAR-4	HCT-116	HCT-15
O=C(O)c1ccc(/C=N\N2CCCCCC2)cc1	109	110	112	109	112	108	103	103	107
COc1ccc(C2CC(c3ccc(Cl)cc3)=NN2c2ccccc2)cc1OC (stereo not given)	99	103	95	98	98	69	104	78	88
COc1cc(C2c3cccn3-c3ccccc3N2C(C)N2CCCC2=O)cc(OC)c1OC (stereo not given)	104	100	112	94	114	121	103	101	107
COc1cc2c3c(n(CCCNCC4CC4)c(=O)c2cc1OC)-c1cc2c(cc1C3=O)OCO2	56	65	8.8*	-20*	38	-71*	1.3*	-85*	-72*
CCOC(=O)Cc1ccc(OC)c(OC)c1	104	101	110	105	110	108	117	97	110
C=CC(=O)Nc1cccc(Oc2nc(Nc3ccc(N4CCN(C)CC4)cc3)nc3ccsc23)c1	-70*	-79*	-2.6*	-62*	-83*	-60*	-64*	-89*	-22*
CC(CCNC(=O)c1ccccc1)(CCNC(=O)c1ccccc1)[N+](=O)[O-]	108	110	103	108	118	120	91	106	113
COC(=O)/C=C\C(=O)O	115&100	107&98	121&104	98&103	113&112	112&105	120&118	96&107	100&101
CC[C@@H](C(=O)[C@@H](C)[C@@H](O)[C@H](C)[C@@H]1O[C@@H]([C@@H](CC)C(=O)O)CC[C@@H]1C)[C@H]1OC2(C=C[C@@H](O)[C@]3(CC[C@@](C)([C@H]4CC[C@](O)(CC)[C@H](C)O4)O3)O2)[C@H](C)C[C@@H]1C (stereo not given in full)	40	12	30	16	17	13	36	12	20
NC(=O)NC(=O)c1ccc(Cl)cc1	93	110	103	102	105	94	·	88	105
C[n+]1cccc(NC(=O)c2ccc3ccc4ccc(C(=O)Nc5ccc[n+](C)c5)nc4c3n2)c1	32	42	8.3*	56	75	34	·	43	61
O=S(=O)(CCO)CCO	103	105&102	102&99	100&106	107&118	103&102	104&109	98&101	93&91
C=CCn1cccc1CNc1ccccc1OC	98	102	118	108	120	111	103	103	107

(listing goes on)
SMILES	IGROV1	KM12	SK-OV-3	SW-620	COLO 205	HT29	OVCAR-4	HCT-116	HCT-15
CCCCONc1c2ccccc2nc2ccccc12	99	93	105	92	97	88	108	97	106
COc1cccc(-c2nc(Nc3ccc(S(N)(=O)=O)cc3)c3ccccc3n2)c1	42	6.8*	74	36	28	14	35	32	5.5*
O=C1C[C@@H](c2ccccc2)Oc2cc(O)c(Cc3ccccc3O)c(O)c21	106	94	78	108	101	115	77	94	95
Cc1ccc(O)c(N=Nc2cc(C)[nH]n2)c1	84	83	100	95	96	109	87	80	35
CC(C)c1ccc(COCc2cc(CN3CCCC3)c(O)c3ncccc23)cc1	9.4*	14	-16*	3.8*	19	31	-6.4*	5.6*	-36*
COC(=O)c1cc2oc(/C=C3/N=C(c4ccccc4)OC3=O)cc2n1C	97	109	105	100	128	103	96	100	119
CC(=O)Nc1cccc(Nc2nccc(N[C@@H](C)c3ccccc3)n2)c1	16	3.5*	39	·	-3.5*	2.5*	51	9.7*	7.7*
Cc1cccc(NC(=O)Oc2ccc(Cl)c3cccnc23)c1	91	101	107	103	114	103	89	100	98
COc1ccc(C2CC(c3cc(Cl)c(C)cc3OC)=NN2c2ccc(S(N)(=O)=O)cc2)cc1OC (stereo not given)	79	92	116	94	101	79	88	57	76
CN1C2C=CC(=O)C1C1C(=O)N(c3ccccc3)C(=O)C12 (stereo not given)	-9.2*	56	105	37	100	49	76	36	42
CNC1=C([N+](=O)[O-])C(c2ccc(Br)cc2)C(C#N)=C(c2ccc[nH]2)O1 (stereo not given)	95	112	101	102	110	103	85	103	97
COc1ccc(C(=O)/C=C/c2c(Cl)c3c(c(OC)c2Cl)OCC(=O)N3)cc1	63	16	78	18	62	7.8*	47	11	20
COc1cc2occ(-c3cc(OC)c4c(c3)OCO4)c(=O)c2cc1OC	95	60	101	70	75	65	103	88	57
C=CCn1c(C)nc2ccc(Nc3nc(N4CCOCC4)nc4ccccc34)cc21	112	101	119	98	111	104	102	99	105
COc1ccc(-c2cc(C#N)c(NNC(C)=O)[nH]2)cc1	101	107	179	115	129	105	69	92	117
Cc1ccc(C)c2c1sc1nc3nc4sc5cc(Cl)ccc5n4c(=N)c3c(=O)n12	67	106	97	106	104	103	85	88	98
Cc1ccc2cc(/C=C3\SC(=O)NC3=O)c(Cl)nc2c1	96	100	86	96	104	101	106	94	91
CN1CCN(c2cccc3c2C[C@H](CN2CCC[C@H]4CCc5cccnc5[C@H]42)NC3)CC1	62	81	82	91	68	66	72	45	35
CC(C)C(=O)Nc1ccc(Cl)c(Cl)c1	108	106	116	107	122	100	98	100	102
CC1CCCC[N+]12CCCC2 (stereo not given)	102	105	109	103	105	103	114	117	115
Cn1cccc1-c1cc(-c2ccc(Br)cc2)n(Cc2ccccc2)c(=O)c1C#N	96	105	104	106	118	100	102	94	100
O=P(OCCCl)(OCCCl)C(O)c1ccccc1Cl (stereo not given)	99	104	104	111	101	101	111	107	100
O=C1OC(N2CCCCC2)c2nc3ccccc3c(/C=C/c3ccccc3)c21 (stereo not given)	85	93	92	107	105	110	94	98	83
CCCNC(=O)c1ccc(NS(=O)(=O)c2ccc3c(c2)OCCCO3)cc1	95	105	97	101	110	105	84	107	109
CC(C)OC(=O)[C@]12CCC(C)(C)C[C@H]1C1=CC[C@@H]3[C@@]4(C)C/C(=C/c5cnc[nH]5)C(=O)C(C)(C)[C@@H]4CC[C@@]3(C)[C@]1(C)CC2	110	99	115	103	115	96	92	83	·

Other results follow:
SMILES	IGROV1	KM12	SK-OV-3	SW-620	COLO 205	HT29	OVCAR-4	HCT-116	HCT-15
FC(F)Oc1ccc(C(Nc2ccc(Cl)cc2)c2nnnn2C2CCCCC2)cc1OC1CC1 (stereo not given)	84	90	87	97	99	74	69	61	83
N#CC1=C(n2cccc2)NC2c3ccccc3Sc3ccccc3N2C1=N (stereo not given)	76	112	81	·	102	105	108	92	98
c1cncc(CNc2ccccc2-c2nnc(Nc3ccc4c(c3)OCO4)o2)c1	25	3.9*	-3.1*	31	-40*	8.6*	36	8.5*	10
NS(=O)(=O)c1ccc(Nc2nc(N/N=C/c3cn(-c4ccccc4)nc3-c3ccc(Br)cc3)nc(Nc3ccccc3)n2)cc1	93	65	122	114	102	95	74	57	78
CC(CO)Cc1ccc(C(C)(C)C)cc1 (stereo not given)	106	104	125	93	120	100	106	103	97
CS(=O)(=O)Nc1cc(-c2ccc3ncc(C#N)c(N[C@H](CO)c4ccccc4)c3c2)cnc1Cl	3.8*	70	81	27	57	74	54	26	37
CCCCNC(=O)/C=C\C(=O)O	98	108	123	97	131	106	111	100	121
O=C(Nc1cccc(C(F)(F)F)c1)Nc1cccc(C(F)(F)F)c1	27	5.0*	-15*	15	-85*	3.6*	24	-11*	11
COc1cccc2nc(Nc3ccc(F)c(NC(=O)c4ccc(CN5CCN(C)CC5)c(C(F)(F)F)c4)c3)ccc12	29	-22*	54	-63*	-79*	-30*	33	1.8*	-83*
COC(=O)c1cncc(C(=O)OC)c1	101	100	95	88	103	92	107	97	102
NS(=O)(=O)c1ccc(CCN2C(=O)/C(=C\c3ccc(Cl)cc3)C=C2c2ccc3ccccc3c2)cc1	94	93	84	106	100	88	95	90	95
COc1ccc(NC(=O)CSc2nnc(-c3ccc(-c4nc5ccccc5[nH]4)cc3)o2)cc1OC	99	75	110	126	97	96	72	74	71
CC(=O)N(C)c1ccc(Nc2cc(S(=O)(=O)O)c(N)c3c2C(=O)c2ccccc2C3=O)cc1	46	117	98	112	116	110	104	70	106
O=C1/C(=C/c2ccc(OCc3ccccc3)cc2)N=C2SCCCN12	98	83	100	104	105	78	59	85	70
Cc1cc(C)nc(NS(=O)(=O)c2ccc(Nc3ccc4c5c(n(CCCN(C)C)c(=O)c4c3)-c3ccccc3C5=O)cc2)n1	74	72	96	54	70	75	107	56	90
O=C(/C=C\c1ccccc1)c1ccc(C2CCCCC2)cc1	95	101	98	105	114	91	106	83	100
N#Cc1c(-c2ccccc2)cc(-c2ccccc2)n(CCCCCC(=O)Nc2ccccc2N)c1=O	46	55	90	86	84	44	66	58	52
CCOc1ccccc1N1C(=O)CSC1=S	108	86	115	92	73	98	108	102	111
COc1ccc(CCc2ccc3ccccc3n2)cc1	98	117	123	136	110	103	104	101	107
Cc1cc(C(=O)c2cccc(Cl)c2)ccc1O	104	93	108	93	110	112	100	·	·
C#Cc1cccc(NC(=O)C2CCN(C(=O)CCl)CC2)c1	66[8.25 µM]	97[8.25 µM]	100[8.25 µM]	81[8.25 µM]	119[8.25 µM]	93[8.25 µM]	60[8.25 µM]	48[8.25 µM]	55[8.25 µM]
N#Cc1c(Oc2ccc(Cl)cc2)nc2n(c1=O)-c1ccccc1Sc1ccccc1-2	75	94	87	95	93	90	63	76	85
CC(C(=O)N1CCN(c2cccc(Cl)c2)CC1)c1ccc(NS(=O)(=O)c2ccccc2)cc1 (stereo not given)	112	85	95	96	103	93	91	74	86
NC(=O)c1ccccc1	107	117	99	107	·	110	100	99	99
COc1ccc(-c2cc(-c3cc(Cl)cc(Cl)c3Cl)[nH]n2)cc1	67	92	87	91	89	100	82	63	86

More results follow:
SMILES	IGROV1	KM12	SK-OV-3	SW-620	COLO 205	HT29	OVCAR-4	HCT-116	HCT-15
NC1[C@H]2CN(c3cnc(C(=O)Nc4cc(F)cc5cccnc45)cn3)C[C@@H]12 (stereo not given in full)	29	87	93	48	18	27	17	11	32
O=S(Cc1ccccc1)/C(=C/NC(=S)Nc1cc(Cl)ccc1Cl)c1ccccc1 (stereo not given)	96	100	101	107	109	97	105	109	107
O=C(O[C@H](Cc1ccc2ccccc2c1)C(=O)O)C1c2ccccc2-c2ccccc21	112	99	104	88	115	101	97	95	98
Cc1ccc(C)c(NC2=CC(=O)C(=O)c3ccccc32)c1	82	88	85	91	91	100	92	56	58
COc1cc(-c2cc3c(oc2=O)-c2ccccc2OC3OC(C)=O)cc(OC)c1OC (stereo not given)	110	107	104	97	99	93	99	95	95
Cc1c(C(=O)NCCc2ccc(N3CCCC3)cc2)nn(-c2ccc(Cl)cc2Cl)c1-c1ccc(Cl)cc1	74	76	78	92	82	52	67	61	67
C=C1[C@]2(C(=O)OC)C=C(C=O)C(O)[C@@]1(C)CC1[C@@]3(C)CC[C@H](O)C(C)(C)C3CC[C@]12C (stereo not given in full)	113	94	102	113	123	104	112	101	104
COc1ccc(CNc2ccc(Nc3ncc(NC(=O)Nc4cc(OC)cc(OC)c4)c(Oc4ccc(OC)cc4)n3)cn2)cc1	92	97	92	106	103	92	86	95	95
